# Source: PubChem (National Center for Advancing Translational Sciences (NCATS))
# AmpC no deterg = AmpC beta-lactamase inhibition without detergent | P00811 | 330,000 tested, 0.52% active | Potency, µM (top dose mostly 57.1 µM), for the others: top-dose activity change, negative = inhibition, hits mostly inhibitors | AmpC nitrocefin hydrolysis, absorbance 480 nm, 0.0001% Triton;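 further: potency means the concentration at half of the fitted maximal effect; plate controls were no compound for no effect and no enzyme for full effect; nearly all actives have a fitted effect of over 20% in size; some results filed as inactive show a strong effect at the top dose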
# Target sequence (P00811 whole entry, looked up): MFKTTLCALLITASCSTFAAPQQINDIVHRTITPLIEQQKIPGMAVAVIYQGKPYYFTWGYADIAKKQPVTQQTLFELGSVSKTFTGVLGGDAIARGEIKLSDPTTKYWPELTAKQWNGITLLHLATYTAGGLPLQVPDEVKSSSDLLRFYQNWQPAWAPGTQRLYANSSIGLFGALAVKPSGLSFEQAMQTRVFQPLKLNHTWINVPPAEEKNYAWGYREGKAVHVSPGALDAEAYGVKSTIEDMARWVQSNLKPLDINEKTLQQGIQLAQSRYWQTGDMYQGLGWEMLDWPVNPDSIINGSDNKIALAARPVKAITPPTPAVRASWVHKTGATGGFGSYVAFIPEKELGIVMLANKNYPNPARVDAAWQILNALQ
#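 AmpC (5.3 nM in the dispensed reagent) in 20 mM phosphate pH 7.0 with 0.01% (detergent screen) or 0.0001% Triton X-100 was preincubated with compounds for 15 min at room temperature. Nitrocefin was then added from an 800 uM solution, and hydrolysis was followed at 480 nm.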
# AmpC inh detg = inhibitors of E. coli AmpC beta-lactamase with detergent | AmpC hydrolysis of nitrocefin, absorbance 480 nm, 0.01% Triton | 370,000 tested, 0.041% active | Potency, µM (top dose mostly 114 µM), for inactives: at the top dose activity change, negative = inhibition, hits mostly inhibitors;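 further: potency means the concentration at half of the fitted maximal effect; 0% = no-compound wells and -100% = no-enzyme wells; nearly all actives have a fitted effect of over 25% in size; some results filed as inactive show a strong effect at the top dose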
#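 20 mM phosphate pH 7.0 + 0.01% (detergent screen) or 0.0001% Triton X-100; 5.3 nM AmpC reagent; cpd preinc 15 min RT; nitrocefin (800 uM stock) to start; A480 q20 s × 4 min; Activity was normalised to no-enzyme and no-compound control wells.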
# HCV inh = HCV inhibition; Potency, µM (doses to about 41.8 µM), inactives show at the highest dose activity change, negative = inhibition, actives largely listed as inhibitors; 340,000 tested, 3.4% active; Huh7.5.1 HCVcc-Cre infection, luciferase reporter, 44 h; further: potency means the concentration at half of the fitted maximal effect
#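 Antiviral activity was scored by luciferase reporter output from cells infected with HCVcc-Cre (~0.5 moi) in presence of compound, 44 h infection period, cells seeded 1,000/well 4 h prior.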
# HCMV antiviral = inhibitors of human cytomegalovirus; HFF cells, HCMV-luciferase reporter, 72 h; active compounds read low; activity change, negative = inhibition, % at 57.5 µM; 410,000 tested, 4.5% active; AID 1259415; in the data active means activity change below about -60%; inconclusive means no clear call, values can overlap the other calls; inactive means above about -39%
#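 Two-dose cell screen: HFF monolayers treated with compounds and infected with luciferase-expressing HCMV at 1 PFU/cell, 72 h at 37C, then lysed for luciferase measurement.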
# Giardia FBPA inh = inhibitors of Giardia lamblia fructose-1,6-bisphosphate aldolase | 290,000 tested, 0.71% active | purified Giardia FBPA | Potency, µM (top dose mostly 59.6 µM), for the others: top-dose activity, negative = inhibition, hits mostly inhibitors; further: potency means the concentration at half of the fitted maximal effect; nearly all actives have a fitted effect of over 55% in size
# Target sequence (A8B2U2 whole entry, looked up): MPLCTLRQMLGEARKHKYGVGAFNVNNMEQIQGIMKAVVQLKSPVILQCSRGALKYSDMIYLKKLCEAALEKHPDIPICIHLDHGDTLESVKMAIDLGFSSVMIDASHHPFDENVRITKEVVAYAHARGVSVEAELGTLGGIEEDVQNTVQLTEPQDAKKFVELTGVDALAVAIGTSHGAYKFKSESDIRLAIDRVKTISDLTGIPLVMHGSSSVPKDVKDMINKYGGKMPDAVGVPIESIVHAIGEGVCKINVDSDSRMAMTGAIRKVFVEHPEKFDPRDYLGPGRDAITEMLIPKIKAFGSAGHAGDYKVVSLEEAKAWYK
#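 Giardia FBPA (40 nM reagent) was preincubated 10 min at RT with compound (up to 57.5 uM final), then substrate plus GAPDH/TPI/NAD/arsenate coupling system with diaphorase/resazurin was added; resorufin fluorescence (525/598 nm) was read after 20 min.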
# Sm TGR block = S. mansoni TGR enzyme inhibition; Q962Y6; purified TGR, DTNB reduction, TNB absorbance 405 nm; Potency, µM (doses to about 114 µM), without a hit: top-dose activity change, negative = inhibition, hits mostly inhibitors; 360,000 tested, 3% active; AID 485364; further: potency means the concentration at half of the fitted maximal effect; nearly all actives have a fitted effect of over 60% in size
#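 First, TGR (20 nM dispensed) and NADPH were mixed with compound. Second, a 15 min room-temperature incubation followed. Third, further NADPH and then DTNB were added to start the reaction. Finally, TNB absorbance was monitored kinetically.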
# Numbers without * were called inactive; ? = inconclusive; . = not tested or not shown; & = joins results of further samples; [ ] = another dose, or the depositor's remark. Unless noted, the call rests on the fitted dose curve; in most records, active means well fitted curve in the direction sought with a large enough effect; inconclusive means small, poorly fitted or top-dose-only effect, or another doubt; inactive means no such curve, though single readings can be large; an effect the other way counts as inactive or inconclusive. Unless noted, on the % scale 0 is the no-effect control and ±100 the full control effect.
SMILES,AmpC no deterg,AmpC inh detg,HCV inh,HCMV antiviral,Giardia FBPA inh,Sm TGR block
Cc1cccc(CN2CCCN(Cc3ccc(Cl)cc3)S2(=O)=O)c1,-2%,-3%,-4%,3,11%,0%
Cc1cc(-c2cccc(Br)c2)c(C#N)c(N)n1,-40%,1%,?,1,-1%,11%
CCC1CCCCN1C(=O)c1cc(COc2ccc3ncccc3c2)on1 (stereo unspecified),20%,2%,3.2µM*,-91*,-3%,1%
CCC(=O)Nc1ccc(CC)cc1-c1nc2ccccc2n(CC(=O)Nc2cccc(Cl)c2)c1=O,.,1%,.,-8,.,6%
CC1(C)CC(=O)C2=C(C1)OC(N)=C(C#N)C2c1cc2c(cc1[N+](=O)[O-])OCO2 (stereo unspecified),-34%,-13%,10%,33,?,-30%
COc1ccc2oc(C(=O)NCC(Cc3ccccc3)N(C)C)c(C)c2c1 (stereo unspecified),27%,-9%,-4%,-9,7%,-18%
COc1ccc(NC(=S)c2ccc(N(C)C)cc2)cc1,-7%,1%,11%,15,1%,1%
COC(=O)CN(n1cnnc1)S(=O)(=O)c1ccccc1,-19%,10%,2%,-15,0%,1%
CCc1ccc(OCC(=O)NC(C)(C)C)cc1,-4%,4%,10%,56,3%,4%
NCCCCCC(=O)N/N=C/c1ccc2nccnc2c1,-12%,2%,-16%,-15,1%,6%
COc1cc2cc(CN(Cc3cccnc3)C(=O)NCc3ccccc3)c(=O)[nH]c2cc1OC,31%,-1%,11%&6%,36,-2%,-5%
O=C(NCc1cn2ccccc2n1)c1ccccc1,-6%,?,6%,58,0%,5%
O=C(Nc1ccc(Br)cc1Cl)NC1CC1,-23%,7%,-12%,?,5%,11%
COc1ccc(N(CC(=O)Nc2cc(Cl)ccc2OC)S(=O)(=O)c2c(C)noc2C)cc1,32%,-16%,?,-31,-1%,-1%
O=C(Cn1c2ccccc2c2nc3n(c(=O)c21)CCCS3)Nc1ccccc1,21%,-12%,-20%,-10,.,-3%
Cc1noc(C)c1COc1ccccc1C(=O)N(C)CC(=O)Nc1ccc(F)c(F)c1F,0%,-4%,?,3,.,-3%
Cc1ccc(CS(=O)(=O)CCC(=O)NCC2CCCO2)cc1 (stereo unspecified),-12%,?,9%,-17,1%,7%
O=C(CCNC(=O)c1ccc(Cl)cc1)NC1CCCc2ccccc21 (stereo unspecified),1%,-5%,-24%,-82*,.,-3%
Oc1ccc(-c2nccc(-c3ccc(Cl)cc3)n2)cc1,-18%,9%,3%,-12,0%,-7%
Cc1ccc(NC(=O)C2CC(=O)n3ncnc3N2)cc1C (stereo unspecified),-16%,-1%,-21%,-31,-1%,22%
COc1ccc(NC(=O)c2cnc(N3CCOCC3)c3ccccc23)cc1OC,.,4%,.,20,.,20%
CC(=O)N1CCN(c2ccc(S(=O)(=O)NCCN(C(C)C)C(C)C)cc2[N+](=O)[O-])CC1,-13%,-9%,1%,-6,3%,5%
CCC(C)CCN1C(N(C)C)=NC[C@@H]1C (stereo partly specified),-11%,-1%,19%,11,.,1%
O=S(=O)(c1cnc[nH]1)N1CCN(c2ccccc2)CC1,-9%,-15%,11%,-16,4%,2%
O=C(O)c1ccccc1C(=O)c1ccc(N2CCCC2)c([N+](=O)[O-])c1,-31%,1%,20%,25,23%,-1%

# 4 structures out of the list, ordered by SMILES length, low to high:
SMILES,AmpC no deterg,AmpC inh detg,HCV inh,HCMV antiviral,Giardia FBPA inh,Sm TGR block
Cc1cc(-c2cccc(Br)c2)c(C#N)c(N)n1,-40%,1%,?,1,-1%,11%
COc1ccc2oc(C(=O)NCC(Cc3ccccc3)N(C)C)c(C)c2c1 (stereo unspecified),27%,-9%,-4%,-9,7%,-18%
CC1(C)CC(=O)C2=C(C1)OC(N)=C(C#N)C2c1cc2c(cc1[N+](=O)[O-])OCO2 (stereo unspecified),-34%,-13%,10%,33,?,-30%
CC(=O)N1CCN(c2ccc(S(=O)(=O)NCCN(C(C)C)C(C)C)cc2[N+](=O)[O-])CC1,-13%,-9%,1%,-6,3%,5%

# Other structures.
SMILES,AmpC no deterg,AmpC inh detg,HCV inh,HCMV antiviral,Giardia FBPA inh,Sm TGR block
CCCCC(=O)Nc1c(C(=O)N2CCN(c3ccccc3)CC2)oc2ccccc12,.,23%,.,-24,.,-3%
CCOc1cc(C(=O)N2CC(=O)Nc3ccc(F)cc3C2c2ccccc2)cc(OCC)c1OCC (stereo unspecified),.,-2%,.,19,.,0%
C/C=C(\C)C(=O)NCCN1C2=NC[C@H](Cc3ccccc3)N2C[C@H]1Cc1ccc(O)cc1,-17%,-2%,4%,.,-7%,?
CCCCN(CC)C(=O)c1ccc(-c2ccccc2)cc1,20%,-2%,-4%,?,0%,6%
Cc1c(NC(=O)Cc2ccc(Cl)cc2)cccc1-c1nc2cccnc2s1,.,-2%,.,-9,.,2%
Cc1cc(C)c(C#N)c(SC2CCCCC2=O)n1 (stereo unspecified),-17%,-3%,?,4,-5%,-21%
Clc1ccc(CSc2nncn2-c2ccc3c(c2)OCCO3)cc1,8%,0%,-19%,-32,-1%,4%
Cc1csc(NC(=O)c2cc([N+](=O)[O-])cc([N+](=O)[O-])c2)n1,0%,4%,6%,?,-26%,0%
O=C(CN1C(=O)NC2(CCOc3ccccc32)C1=O)Nc1ccc(F)c(F)c1F (stereo unspecified),-16%,3%,-10%,-6,-4%,2%
Cc1cccc(C)c1NC(=O)C(NC=O)c1ccc(Cl)cc1 (stereo unspecified),-6%,-3%,-26%,?,-3%,1%
CCc1nc(Nc2ccc(F)c(Cl)c2)c2c3c(sc2n1)CCCC3,.,13%,.,?,.,5%
COc1c(Cl)cc(Cl)cc1C(=O)n1nc(C)cc1C,-16%,-5%,8%,17,-2%,-5%
Cc1ccc(NC(=O)c2ccc3c(c2)NC(=O)c2ccccc2S3)c(Cl)c1,.,6%,.,-23,.,1%
C/C(CC(=O)N1CCN(C=O)CC1)=N\NC(=O)c1cc2ccccc2cc1O,36%,-4%,12%,-64*,?,-21%
Oc1ccc(Br)cc1CNn1cnnc1,-10%,-1%,10%,2,-21%,10%
CC(C)(C)OC(=O)NCCCC[C@H](NC(=O)c1nc[nH]c1C(=O)N1CCN(C(=O)OC(C)(C)C)CC1)C(=O)OC(C)(C)C,197%[activator],8%,-16%,-8,-6%,4%
O=C(O)c1ccccc1SC1CC(=O)N(c2ccccc2)C1=O (stereo unspecified),-18%,-11%,12%,-10,6%,14µM*
CCCC(=O)Nc1c(-c2cccc(OC)c2)c(=O)c2ccccc2n1C,-2%,1%,12%,18,-3%,14%
O=C(c1ccccc1Cl)N(Cc1ccco1)Cc1ccco1,.,17%,.,-21,.,2%
COC(=O)COc1ccc(S(=O)(=O)N2CCN(c3ccc(OC)cc3)CC2)cc1,10%,-4%,-1%,0,-1%,1%
CCOc1ccc(CC2(CCc3ccncc3)C(=O)NC(=O)NC2=O)cc1,0%,6%,18%,-35,3%,0%
COc1ccccc1CNCc1ccc(C)cc1,-17%,7%,4%,5,?,6%
CCN(CC)C(=O)N1CCN(C)CC1,-15%,?,-30%,-1,-1%,5%
O=C(CSc1nccn(-c2ccc(Br)cc2)c1=O)Nc1ccccc1F,-16%,-16%,4%,-28,.,-17%
O=C(Cc1c(F)cccc1Cl)NNC(=S)Nc1ccc(S(=O)(=O)Nc2ncccn2)cc1,-21%,7%,13%,-3,14µM*,6%

# A run of entries from the list above:
SMILES,AmpC no deterg,AmpC inh detg,HCV inh,HCMV antiviral,Giardia FBPA inh,Sm TGR block
COc1ccccc1CNCc1ccc(C)cc1,-17%,7%,4%,5,?,6%
CCN(CC)C(=O)N1CCN(C)CC1,-15%,?,-30%,-1,-1%,5%
O=C(CSc1nccn(-c2ccc(Br)cc2)c1=O)Nc1ccccc1F,-16%,-16%,4%,-28,.,-17%
O=C(Cc1c(F)cccc1Cl)NNC(=S)Nc1ccc(S(=O)(=O)Nc2ncccn2)cc1,-21%,7%,13%,-3,14µM*,6%

# The results go on:
SMILES,AmpC no deterg,AmpC inh detg,HCV inh,HCMV antiviral,Giardia FBPA inh,Sm TGR block
CCCCC12CN3CCN(CC(C3)/C1=N\NC(=O)Nc1ccccc1)C2,0%,?,6%,?,7%,-8%
CC1CCc2sc(C(=O)OCC(=O)NCc3ccccc3)cc2C1 (stereo unspecified),-24%,4%,10%,-20,0%,3%
COc1ccc2cc(CO)n(C)c2c1,-5%,-6%,?,-5,.,-12%
COc1ccc(CCN2C(=O)c3oc4ccc(F)cc4c(=O)c3C2c2ccc(C(C)(C)C)cc2)cc1 (stereo unspecified),.,24%,.,0,.,-5%
CCCN1CCC(N2CCN(c3ccccc3OC)CC2)CC1,-17%,?,.,.,-14%,-4%
N#C/C(=C/c1cccs1)c1nc2ccccc2[nH]1,20%,17%,?,65,-6%,17%
c1ccc(CCSc2ncnc3nc[nH]c23)cc1,-12%,-10%,13µM*,?,-25%,3%
O=C(Oc1ccc(C(=S)N2CCOCC2)cc1)c1ccccc1,9%,-4%,29%,-20,-4%,0%
Cc1nc2ccccc2n1CC(=O)c1ccc(O)c(O)c1,1%,4%,-27%,5,.,-4%
COc1cc(NC(=O)CCc2nc(-c3cccs3)no2)cc(OC)c1OC,-1%,0%&-7%,-43%,-21&42,-1%,0%&3%
COc1ccccc1Oc1ccc(S(=O)(=O)Nc2cccnc2)cc1,-17%,-8%,?,-79*,24%,0%
COC(=O)C(NC(C)=O)(Nc1cccc(C)n1)C(F)(F)F (stereo unspecified),-3%,5%,10%,-9,-2%,18%
CC1CCN(c2ccc(/C=N\Nc3nncn3N)cc2[N+](=O)[O-])CC1,-28%,?,-15%,13,11µM*,-17%
O=C(N/N=C/c1cc(Cl)ccc1O)c1ccc(Br)cc1,-50%,?,3.2µM*,-102*,-17%,-10%
CCC(C)NC(=O)c1sc2nc(C)c(C(=O)Nc3ccc(Cl)cc3)c(-c3ccc(Br)cc3)c2c1N (stereo unspecified),.,13%,.,-4,.,1%
CCOc1ccc(CN(C)CC(=O)NCc2ccc(F)cc2)cc1,30%,-9%,-3%,?,6%,-15%
CCNC(=S)N/N=C/c1cc(C)ccc1C,-18%,-11%,?,-7,-3%,3%
COC(=O)Cc1c(C)nc(SCc2ccccc2)[nH]c1=O,-14%,-14%,13%,30,-10%,2%
CN(Cc1ccc(Cl)c(Cl)c1)C(=O)c1ccccc1SCC(=O)N1CCCC1,185%[activator],-1%,-19%,-99*,.,2%
c1ccc(-n2ncc3c(N4CCN(c5ccccn5)CC4)nc(N4CCCCCC4)nc32)cc1,1%,2%,-8%,-17,16%,12%
CCOC(=O)c1c(C)[nH]c(C(=O)OCC(=O)N(C)C2CCS(=O)(=O)C2)c1C (stereo unspecified),-20%,-1%,-5%,20,-2%,6%
CC(C)(C)NS(=O)(=O)c1ccc2[nH]c3c(c2c1)CCCCC3,-23%,?,-25%,-16,2%,10%
O=C(NC1CCCCC1)C1CCN(S(=O)(=O)N2CCCCCC2)CC1,1%,-4%,-2%,-12,-8%,-1%
CC(C)(C)NC(=O)N1CCCN(c2ccc(C(F)(F)F)cn2)CC1,33%,-1%,?,2,1%,5%
CCOC(=O)c1c(N)sc2c1CCCC2=O,-2%,-2%,-20%,172,1%,-8%
C=CCn1c(O)c(C=Nc2ccc(Cc3ccncc3)cc2)c(=O)[nH]c1=S,-5%,-1%,20%,-3,-1%,-16%
